TRPC4 agonist – opens the mouse TRPC4 cation channel; HEK293 TRPC4beta/mu-opioid, Fluo4 calcium fluorescence; hits give high values; AID 2237; 310,000 tested, 0.49% active; B-score at 10 µM; Q9QUQ5;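 active = B-score above 5 SD of library B-scores, and initial fluorescence ratio not above library mean plus 5 SD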;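 also: positive B-score marks a calcium rise read as TRPC4 activation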
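Technique: kinetic Fluo4 calcium fluorescence; Test system: TRPC4beta and mu-opioid receptor HEK293 stable cells; Measure: B-scored integrated calcium fluorescence ratio; Benchmarks: low control buffer alone, high control maximal DAMGO; Schedule: 45 min room-temperature Fluo4 loading, 110 s read.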
MrgX1 antagonist – human MrgX1 receptor antagonism, primary screen. Q96LB2. MRGX1-HEK293 calcium flux, Fluo-4, BAM8-22 antagonism; hits give low values. B-score at 10 µM. 310,000 tested, 1.3% active. AID 588676;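 active = calcium-response B-score plate-corrected more than 3 library SD below zero, starting fluorescence within 5 deviations, no agonist response on first addition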;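 also: peak minus trough fluorescence over baseline after final BAM8-22 challenge near maximal dose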
Target sequence (Q96LB2 whole entry, looked up): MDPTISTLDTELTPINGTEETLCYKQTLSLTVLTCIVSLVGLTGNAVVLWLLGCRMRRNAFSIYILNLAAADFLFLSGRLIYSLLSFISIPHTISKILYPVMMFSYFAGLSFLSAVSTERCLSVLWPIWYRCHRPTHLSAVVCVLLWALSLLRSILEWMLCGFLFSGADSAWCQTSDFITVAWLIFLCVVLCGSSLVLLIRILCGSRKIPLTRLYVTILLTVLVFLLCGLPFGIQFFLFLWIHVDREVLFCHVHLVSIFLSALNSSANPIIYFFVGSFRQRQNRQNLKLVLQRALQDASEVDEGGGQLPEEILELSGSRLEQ
KLF5 inh – kruppel-like factor 5 inhibition. DLD-1 KLF5 promoter-luciferase reporter, luminescence. inhibition, % at 5 µM. 290,000 tested, 0.23% active. AID 1700;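 active = inhibition above a per-plate limit of that plate's mean compound inhibition plus 3 SD, cut at about 60% in these data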;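 also: 0% = DMSO wells and 100% = LY294002 at 200 µM; higher means less KLF5 promoter-driven luciferase light; inactives centre near -14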
TRPC6 act – mouse TRPC6 channel activation. HEK293-TRPC6 membrane potential dye fluorescence; hits give high values. 310,000 tested, 0.13% active. AID 2550. B-score at 10 µM;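 active = B-score of the integrated fluorescence ratio above library mean plus 3 SD, and starting fluorescence ratio within library mean plus 5 SD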;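 also: higher score means more depolarization so channel activation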
HIF act – HIF pathway transcriptional activation. U2OS HRE-luciferase reporter, luminescence; normalized: DMSO 0%, desferrioxamine 100%. activation, % at 7.5 µM (by protocol). 300,000 tested, 0.32% active. AID 1910;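 active = mean activation of at least 10% of the iron chelator positive control signal, with at least half of replicates also reaching 10%; inconclusive = mean and replicate majority disagree about reaching 10%; inactive = mean and most replicates under 10%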
TRPC4 inh – blocks the mouse TRPC4 cation channel. HEK293 TRPC4beta/mu-opioid, DAMGO-evoked Fluo4 calcium flux; hits give low values. 300,000 tested, 0.39% active. B-score at 10 µM;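 active = B-score over 3 SD under the library average, no early fluorescence shift, positive overall ratio signal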
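Signal: kinetic Fluo4 fluorescence imaging of calcium influx. Material: stable TRPC4beta/mu-opioid receptor HEK293 cells. Probe or stimulus: DAMGO in two steps, submaximal then maximal.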
TRPC6 inhibitor – inhibitors of mouse TRPC6 channel; Q61143; HEK293-TRPC6, membrane potential dye, ACh-evoked depolarization; hits give low values; B-score at 10 µM; 310,000 tested, 1.1% active;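 active = B-score under library mean minus 3 SD, initial fluorescence not abnormally high, positive integrated signal ratio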;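 also: B-score derived from integrated fluorescence ratio over the kinetic read; more negative B-score means stronger inhibition of depolarization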
IEC-6 cytotox – kills IEC-6 intestinal cells in KLF5 counter-screen; IEC-6 cytotoxicity, luminescence viability; inhibition, % at 5 µM; 290,000 tested, 0.78% active; AID 1825; in the data active = inhibition above about 22%;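 also: 0% = plate median of test compound wells and 100% = cytotoxic reference compound wells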
aSyn 5UTR inh – MLPCN primary screen, SNCA 5' untranslated region | alpha-synuclein 5'UTR reporter, inhibitor activity | inhibition, % (tested at 7.5 µM) | 300,000 tested, 0.82% active | AID 1813; in the data active = inhibition above about 60%; inconclusive = no clear call, values can overlap the other calls;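 also: H4 neuroglioblastoma cells stably carrying SNCA 5'UTR luciferase fusion; 0% = DMSO wells and 100% = positive control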
TRPC4 PAM – allosteric potentiators of mouse TRPC4 channel; Q9QUQ5; HEK293 TRPC4beta/mu-opioid, DAMGO EC20, Fluo-4 Ca2+ flux; hits give high values; B-score at 10 µM; 310,000 tested, 0.42% active; AID 2227;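 active = B-score of calcium response area above 5 SD of library B-scores, with initial fluorescence ratio within 5 SD of library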;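 also: B-score of integrated fluorescence ratio over time as area under calcium response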
SKKanGAS inh – blocks kanamycin growth of S. pyogenes SKKanGAS strain; BacTiter-Glo, 6 h; 300,000 tested, 1.3% active; AID 1662; inhibition, % at 7.5 µM;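 active = mean replicate score, as percent of positive control median, at least 50; inconclusive = mean below 50 but one replicate at or above 50; inactive = mean and every replicate below 50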;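 also: strain carries kanamycin resistance gene driven by streptokinase promoter and grows in 40 µg/ml kanamycin; loss of luminescence reflects streptokinase promoter inhibition or plain growth inhibition; 0% = median of DMSO wells and 100% = positive control at its reference dose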
Starred values were filed as active, the others as inactive; i = inactive; ? = inconclusive; / = not tested or not shown.

SMILES	TRPC4 agonist	MrgX1 antagonist	KLF5 inh	TRPC6 act	HIF act	TRPC4 inh	TRPC6 inhibitor	IEC-6 cytotox	aSyn 5UTR inh	TRPC4 PAM	SKKanGAS inh
Cc1ccc(NS(=O)(=O)c2ccc(Cl)c(C(=O)Nc3ccccc3-c3nc4ccccc4[nH]3)c2)cc1C	i	i	-33	i	-0.1	i	i	-4	29	i	?
COc1ccc(NC(=O)CSc2nc(C3CC3)nc3ccccc23)cc1	i	i	16	i	2.5	i	i	10	-33	i	3
NNC(=O)CCc1nc2ccc(O)cc2[nH]1	i	i	1	i	0.4	i	i	2	-2	i	2
CCCC(c1nnnn1Cc1cccs1)N1CCN(c2nc3ccccc3s2)CC1 (stereo not drawn)	i	i	-50	i	-0.4	i	i	-4	-6	i	23
O=C(CNC(=O)C1COc2ccccc2O1)N/N=C\c1ccc(Br)cc1 (stereo not drawn)	i	i	-28	i	-0.5	i	i	-6	9	i	-4
Cc1ccc2nc3c(cc2c1)c(NS(=O)(=O)c1ccccc1)nn3CC(C)C	i	i	-15	i	-0.3	i	i	3	14	i	-11
CC(C)(C)C1(O)CC(C(F)(F)F)=NN1C(=O)CCCc1ccccc1 (stereo not drawn)	i	i	-10	i	-0.3	i	i	2	17	i	8
CCOC(=O)C1=C(C)OC(N)=C(C#N)C1c1ccccc1 (stereo not drawn)	i	i	0	i	0.7	i	i	0	5	i	0
O=C(NCc1ccccn1)c1cn(Cc2ccccc2)nn1	i	i	-21	i	-0.4	i	i	-1	-4	i	-1
CCC/C(=N/NC(=O)c1ccc2c(c1)OCO2)c1cccs1	i	i	-91	i	1.1	i	i	3	-69	i	25
Cn1c(SCC(=O)NCc2ccco2)nnc1C1CCCC1	i	i	-13	i	0.3	i	i	-14	-19	i	-1
Oc1[nH]c2ccccc2c1N=NC(=S)N1CCOCC1	i	i	68*	i	11*	i	i	48*	53	i	77*
CCN1CCN(C(=O)c2sc3ncnc(N4CCc5ccccc5C4)c3c2C)CC1	i	i	-5	i	-0.1	i	i	11	-11	i	4
O=C(NC12CC3CC(CC(C3)C1)C2)C1CCCN1C(=O)Nc1ccccc1 (stereo not drawn)	i	i	-19	i	0.1	i	i	1	-9	i	-2
Cc1ccc(NC(=O)NC(=O)N(C2CCCCC2)S(=O)(=O)c2ccccc2)cc1	i	i	-39	i	1.9	i	i	-4	-30	i	5
C=CCNC(=O)Nc1ccc(F)cc1F	i	i	10	i	0.1	i	i	0	-7	i	8
Cc1cc(Cl)cc2sc(NC(=O)C3CC3)nc12	i	i	-40	i	0.4	i	i	-4	-45	i	1
CN(CCOc1ccc(-c2ccn(S(=O)(=O)c3ccc(Cl)cc3)n2)cc1)c1ccccn1	i	i	-4	i	-0.2	i	i	-1	-4	i	-3
CCCC1=NN(C(=O)C(=O)Nc2ccc(Br)cc2)C(O)(C(F)(F)F)C1 (stereo not drawn)	i	i	-46	i	0.7	/	i	-10	9	i	16
COc1ccc(NC(=O)CSc2nnnn2-c2ccccc2OC)c(OC)c1	i	i	-65	i	0.0	i	i	1	10	i	3
CC(C)Nc1nnc(Sc2ccc(Cl)cc2[N+](=O)[O-])s1	i	i	-2	i	0.0	i	i	-3	-32	i	-5
COc1ccc(CC(=O)NCCc2ccc(Cl)cc2Cl)cc1	i	i	-23	i	-0.2	i	i	3	17	i	-2
COc1cccc(C(=O)N/N=c2/oc3ccccc3cc2C(N)=O)c1	i	i	-15	i	-0.7	i	i	-6	5	i	10
O=C(CCC(=O)c1cccs1)NNC(=O)c1cccc(Cl)c1	i	i	/	i	0.1	i	i	/	-3	i	-1
CCOC(=O)Cc1csc(NC(=O)c2ccc(C)o2)n1	i	i	-22	i	0.3	i	i	2	-27	i	-4
CCCCNC(=S)NNC(=O)c1nn(C)c(C)c1Cl	i	i	-6	i	1.4	i	i	-1	-2	i	2
Cc1nc2ccccn2c1C(=O)CSc1ccccc1	i	i	-23	i	1.8	i	i	6	-37	i	2
O=C(COC(=O)c1ccc2c(c1)S(=O)(=O)N=C1CCCCCN12)NCCc1ccc(F)cc1	i	i	-17	i	-1.0	i	i	2	-10	i	-4
CC(C)CNc1nc(N)c([N+](=O)[O-])c(N2CCCCCC2)n1	i	i	-23	i	0.8	i	i	0	10	i	36
CCC1CCCCN1C(=O)CCn1ccnc1 (stereo not drawn)	i	i	-43	i	-0.1	/	i	-2	9	i	2
CCCC1CC(c2csc(N)n2)CCO1 (stereo not drawn)	i	i	10	i	-0.4	i	i	-10	-12	i	-3
COc1cccc(C2C3=C(CC(C)(C)CC3=O)Nc3cc(OC)c(OC)cc32)c1 (stereo not drawn)	i	i	-32	i	0.3	i	i	-7	12	i	0
COc1cccc(Cl)c1NC(=O)N1CCN(c2cc(C)nc3ccccc23)CC1	i	i	-4	i	-0.4	i	-9.7*	10	3	i	1
O=C(OCc1c(F)cccc1Cl)c1cc([N+](=O)[O-])ccc1N1CCOCC1	i	i	/	i	1.6	i	i	/	31	i	25
NCCOc1ccccc1-c1ccccc1	i	i	-6	i	0.2	i	i	1	13	i	3
C=CCN(CC=C)C(=O)COC(=O)c1n[nH]c2ccccc12	i	i	-11	i	-0.1	i	i	1	8	i	5
NNC(=O)CCn1nnc2ccccc21	i	i	-32	i	0.5	i	i	1	3	i	8
CCOC(=O)c1ccc(NC(=S)NC(=O)C2CCCC2)cc1	i	i	-53	i	0.8	i	i	-2	-32	i	8
CCCC(=O)N(CCN1CCOCC1)c1nc2cc(C)c(C)cc2s1	i	i	-149	i	0.6	i	i	-2	-38	i	1
CCCCOc1ccc(C2=NNC(=O)CC2)cc1	i	i	-24	i	0.7	i	i	-4	29	i	-8
CC(=O)Nc1ccccc1NC(=O)c1cc(C)ccc1C	i	i	2	i	-0.3	i	i	4	0	i	0
COC(=O)Nc1nnc(-c2ccco2)s1	i	i	-17	i	1.0	i	i	-3	-8	i	3
Cc1ccccc1NC1=C(Cl)C(=O)OC1NC(=O)c1ccccc1 (stereo not drawn)	i	i	-6	i	/	i	i	-4	-3	i	4
CC(C)OC(=O)NCCOC(=O)Nc1ccc(Cl)cc1	i	i	-17	i	0.1	i	i	2	-13	i	-2
N#Cc1c(-c2ccccc2)cc2nc3ccccc3n2c1N	i	i	-22	i	0.4	i	i	8	-59	i	37
Cc1cc(OCc2cc(C(=O)N(C)C3CCOC3)no2)cc(C)c1Cl (stereo not drawn)	i	i	-166	i	5.8	i	i	3	-107	i	2
COc1cc(CN2CCCC(CO)(Cc3cccc(Cl)c3)C2)cc2c1OCO2 (stereo not drawn)	i	i	-21	i	-1.0	i	i	-2	6	i	-6
C[C@@H]1C(=O)O[C@@H]2[C@H](O)C34[C@H]5C[C@@H](C(C)(C)C)C36[C@H](OC(=O)[C@@H]6O)OC4(C(=O)O5)[C@@]12O (stereo partly drawn)	i	i	-18	i	-1.2	i	i	-1	15	i	3
CCCCN1CNC(=S)N(CCc2ccccc2)C1	i	i	-26	i	-0.1	i	i	4	19	i	-5
CCCCN1CC[C@H]2C=CC[C@@H](C(=O)Nc3ccc(OC)cc3)[C@H]2C1=O	i	i	/	i	0.1	/	i	/	-22	i	1

Grouped by structure, the entries above containing two or more sulfur atoms (two)
SMILES	TRPC4 agonist	MrgX1 antagonist	KLF5 inh	TRPC6 act	HIF act	TRPC4 inh	TRPC6 inhibitor	IEC-6 cytotox	aSyn 5UTR inh	TRPC4 PAM	SKKanGAS inh
CCCC(c1nnnn1Cc1cccs1)N1CCN(c2nc3ccccc3s2)CC1 (stereo not drawn)	i	i	-50	i	-0.4	i	i	-4	-6	i	23
CC(C)Nc1nnc(Sc2ccc(Cl)cc2[N+](=O)[O-])s1	i	i	-2	i	0.0	i	i	-3	-32	i	-5

(cont.)
SMILES	TRPC4 agonist	MrgX1 antagonist	KLF5 inh	TRPC6 act	HIF act	TRPC4 inh	TRPC6 inhibitor	IEC-6 cytotox	aSyn 5UTR inh	TRPC4 PAM	SKKanGAS inh
CN1CCN(C(=O)CNc2ccc(C(F)(F)F)cc2[N+](=O)[O-])CC1	i	i	-16	i	0.4	i	i	4	-10	i	1
COc1ccc(OC)c(NC(=O)C2CCCN(S(=O)(=O)c3ccc(-n4cnnn4)cc3)C2)c1 (stereo not drawn)	i	i	-1	i	-0.3	i	i	2	8	i	8
O=C(Nc1ccc2c(c1)OCO2)c1sc2cc(Cl)ccc2c1Cl	i	i	-21	i	2.4	i	i	4	-20	i	-20
O=C(c1ccccc1Cl)N1CCN(c2ncccn2)CC1	i	i	/	i	-0.1	i	i	/	1	i	-6
O=C(Cc1ccccc1F)Nc1ccccc1N1CCCC1	i	i	-12	i	-0.1	i	i	0	14	i	1
CCC(=O)Nc1nnc(SCC(=O)NCCc2ccc(OC)c(OC)c2)s1	i	i	-4	i	2.6	i	i	6	-14	i	1
NS(=O)(=O)c1ccc(NC(NC(=O)c2cccnc2)C(Cl)(Cl)Cl)cc1 (stereo not drawn)	i	i	-49	i	-0.2	i	i	-8	-1	i	0
COc1ccccc1NC(=O)c1cc(C)nc2ccccc12	i	i	-1	i	0.0	i	i	-3	-15	i	1
CC(=O)Nc1ccc(OC(=O)c2cc3cc(Br)cc(Br)c3oc2=O)cc1	i	i	-6	i	-1.6	i	i	-2	-4	i	4
CCN(CC)CCCNc1nc2ccccc2c2nc(-c3ccncc3)nn12	i	i	-32	i	3.6	i	-7.2*	5	-281	i	4
N[C@@H](Cc1ccccc1)C(=O)N1CCC(C(=O)NCC(=O)NCC(=O)O)CC1	i	i	-43	i	0.2	i	i	3	-19	i	-1
CN(C(=O)c1ccc2c(c1)OCO2)C1(C(=O)NC2CCCC2)CCCCC1	i	i	-40	i	-0.6	i	i	4	0	i	6
COc1cc(C(=O)Nc2nnc(C3=COCCO3)o2)cc(OC)c1OC	i	i	-19	i	-0.3	i	i	-2	-11	i	-3
O=C(Nc1ccccc1N1CCCCC1)c1ncoc1-c1cccc(F)c1	i	i	-20	i	-0.3	i	i	-2	17	i	10
O=C(CNC(=O)c1ccc2c(c1)OCCO2)N/N=C/c1ccc(Cl)cc1	i	i	-2	i	-0.4	i	i	-6	-23	i	-2
O=C(c1ccccc1)C1CCN(C(=O)c2cccs2)CC1	i	i	-5	i	0.3	i	i	-6	8	i	1
COCCn1c(SCC(=O)NCc2ccccc2)nnc1-c1ccco1	i	i	-3	i	-0.2	i	i	-7	-4	i	-1

Bioassay records deposited in PubChem BioAssay by several laboratories.
